Screening results as filed in PubChem.
STAT3 blocker: STAT3 signaling inhibition; hit rate 0.89% among 190,000; U3A cells, IL-6 STAT3-luciferase reporter, luminescence; host cell line lacks STAT1; AID 862; inhibition, % at 5.5 µM;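 active = inhibition above the mean inhibition across all screened compounds plus 3 SD, cut at about 44% in these data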;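 also: 0% = DMSO only wells and 100% = 100 µM nifuroxazide control wells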
NF-kB neuron act: raises NF-kB expression in human neuronal cells. NF-kB reporter expression; stronger effect = higher value. fold change at 12.5 µM. hit rate 1.6% among 190,000; in the data active = fold change above about 3.3
RAM inhibit: blocks the yeast RAM network | S. cerevisiae dse1pr::URA3 reporter, 5-FOA growth OD615, 2 d; analog-sensitive cbk1-as2 kinase mutant strain | inhibition, % at 50 µM | hit rate 1.8% among 190,000 | AID 868;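 active = inhibition above a set limit, 3 SD over mean compound inhibition, cut at about 8.4% in these data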;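 also: 0% = DMSO-only wells with no growth and 100% = 10 µM 1-NA-PP1 full growth; inhibition rescues growth on 5-FOA so higher OD means more RAM inhibition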
APP 5'UTR act: APP 5'UTR luciferase reporter activation; SH-SY5Y APP 5'UTR luciferase reporter, luminescence; zero percent = DMSO vehicle wells; activation, % at 2 µM; hit rate 1% among 190,000;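 active = activation above a set limit, based on mean plus 3 SD of controls, cut at about 140% in these data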; also: values of inactives mirror those of a sister screen read the other way
APP 5UTR inh: APP translation inhibition; SH-SY5Y APP 5'UTR-luciferase reporter, luminescence; inhibition, % at 2 µM; hit rate 0.82% among 190,000; AID 1285;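 active = inhibition above a set limit, derived from the sample mean plus 3 SD, cut at about 45% in these data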; also: values of inactives mirror those of a sister screen read the other way
STAT1 blocker: STAT1 signaling inhibition. hit rate 0.35% among 200,000. NIH 3T3 STAT1-luciferase reporter, IFN-gamma, luminescence. inhibition, % at 5.5 µM;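 active = inhibition above a set limit, the mean inhibition across all tested compounds plus 3 SD, cut at about 34% in these data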;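 also: 0% = IFN-gamma with DMSO and 100% = IFN-gamma with 300 µM nifuroxazide; values of inactives mirror those of a sister screen read the other way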
STAT1 act: increases IFN-gamma driven STAT1 reporter signal | AID 932 | hit rate 2.6% among 200,000 | NIH 3T3 STAT1-luciferase reporter, luminescence; 100% = IFN-gamma alone, no compound | activation (% of control), % at 5.5 µM;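 active = activation above the screen-wide mean activation plus 3 SD, cut at about 130% in these data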;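 also: raw ratio to IFN-gamma control signal so 100% means no change and 0% no light; values of inactives mirror those of a sister screen read the other way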
Hsp70 act: switches on Hsp70 transcription; hit rate 0.04% among 200,000; activation, % at 10 µM; HeLa Hsp70 promoter luciferase reporter, luminescence; scaled: vehicle 0, proteasome-inhibitor control 100%;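 active = activation above the mean across all tested compounds plus 3 SD, cutoff set per campaign, cut at about 5.5% in these data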;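 also: 100% = MG132 at 30 µM as the positive control and 0% = DMSO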
FLuc inhib CS: counter-screen for luciferase assay inhibitors: firefly luciferase inhibition | ATPLite firefly luciferase biochemical luminescence, 10 min | inhibition, % at 10 µM | AID 1006 | hit rate 1.5% among 200,000;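 active = inhibition above about 50% when tested at 10 µM, limit read from the data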
Target sequence (P08659 whole entry, looked up): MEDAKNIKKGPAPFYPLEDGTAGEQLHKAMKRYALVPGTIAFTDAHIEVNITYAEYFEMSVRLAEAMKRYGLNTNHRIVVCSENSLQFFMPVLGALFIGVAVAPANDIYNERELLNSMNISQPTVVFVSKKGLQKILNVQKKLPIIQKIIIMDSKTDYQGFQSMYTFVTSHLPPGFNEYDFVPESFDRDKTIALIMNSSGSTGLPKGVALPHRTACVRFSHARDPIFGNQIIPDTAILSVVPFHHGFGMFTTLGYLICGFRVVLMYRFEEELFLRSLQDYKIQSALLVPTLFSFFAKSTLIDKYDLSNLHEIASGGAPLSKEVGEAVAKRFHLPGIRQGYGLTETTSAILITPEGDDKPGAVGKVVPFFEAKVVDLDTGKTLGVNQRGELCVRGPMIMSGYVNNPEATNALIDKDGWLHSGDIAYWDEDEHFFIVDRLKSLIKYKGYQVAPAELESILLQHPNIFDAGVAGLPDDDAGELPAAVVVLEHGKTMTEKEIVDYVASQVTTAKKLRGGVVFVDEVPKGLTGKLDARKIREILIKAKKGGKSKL
STAT3 act: STAT3 signaling activation; hit rate 0.91% among 190,000; activation (% of control), % at 5.6 µM; U3A cells, IL-6 STAT3-luciferase reporter, luminescence; 100% = signal with IL-6 EC80 alone;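 active = activation above the screen-wide mean of compound activation plus 3 SD, cut at about 130% in these data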;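 also: 0% = background luminescence of wells with medium and substrate only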
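Material: STAT3-luciferase reporter U3A cells; Probe or stimulus: IL-6 (33 ng/mL); Incubation: compound pre-incubation 1 h before IL-6, then 6 h stimulation at 37 °C; Technique: luminescence from STAT3-driven luciferase reporter; Evaluation: % activation versus median of IL-6-stimulated wells; Controls: IL-6-only high control.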
An asterisk follows results filed as active; x = not tested or not shown.

Fields – STAT3 blocker | NF-kB neuron act | RAM inhibit | APP 5'UTR act | APP 5UTR inh | STAT1 blocker | STAT1 act | Hsp70 act | FLuc inhib CS | STAT3 act
> COc1ccc(CCNC(=O)C2CC(c3cccc([N+](=O)[O-])c3)=NO2)cc1 (configuration not stated)
  2 | 2.1 | -0.4 | 48 | -48 | -25 | 123 | 0.1 | -3 | 102
> CC(=O)c1cccc(NC(=O)COC(=O)CCc2ccc(S(=O)(=O)N3CCOCC3)cc2)c1
  -2 | 1 | 2.4 | 3 | -3 | -8 | 107 | -0.3 | -7 | 103
> CC(C)(CO)NC12CC3CC(CC(C3)C1)C2
  4 | 1.1 | 1.4 | -10 | 10 | 4 | 96 | -0.1 | 0 | 103
> O=C(COc1ccc(Cl)cc1)NCCN1CCCCC1
  5 | 0.98 | 0.0 | -15 | 15 | 3 | 95 | -0.4 | 1 | 101
> O=C(c1ccc(S(=O)(=O)N2CCOCC2)cc1)N1CCN(c2cccc(Cl)c2)CC1
  5 | 0.85 | 0.8 | 7 | -7 | 8 | 93 | -0.2 | 0 | 99
> CCN(CC)S(=O)(=O)c1cccc(C(=O)Nc2nnc(C)s2)c1
  1 | 1.2 | -0.2 | 23 | -23 | -2 | 100 | -0.3 | 8 | 102
> C#CCNC(=O)C1=C[C@H](c2csc3ccccc23)C[C@H](OCc2ccc(CO)cc2)O1
  x | 0.58 | 8.5* | 3 | -3 | 6 | 96 | -0.1 | -3 | x
> CCN1CCN(CCNC(=O)C2CCCN(Cc3nc(-c4cccc(Cl)c4)oc3C)C2)CC1 (configuration not stated)
  10 | 0.68 | -0.9 | x | x | 2 | 98 | -0.3 | -5 | 99
> C#CCN(CC=C)C(=O)CCc1nnc(COc2ccccc2)o1
  -8 | 1.5 | 1.0 | 17 | -17 | -19 | 115 | 0.5 | -4 | 108
> COc1ccc(C(=O)NC(C)c2nnc(SCC(=O)Nc3nc(C)cs3)n2C)cc1 (configuration not stated)
  2 | 1.5 | 0.2 | -7 | 6 | 0 | 100 | 0.2 | -3 | 102
> CSCC[C@H](NC(=O)OC(C)(C)C)c1nnc(SCc2ccccc2)o1
  4 | 1 | 0.8 | 15 | -15 | 2 | 99 | -0.2 | -1 | 97
> COc1ccc(N2C(=O)CC(NNC(=O)c3ccc(Br)s3)C2=O)cc1 (configuration not stated)
  5 | x | 4.2 | 7 | -7 | -4 | 102 | -0.1 | -5 | 100
> COc1ccc2c(c1)nc(SCC(C)O)n2C (configuration not stated)
  0 | 1.7 | 1.4 | 10 | -10 | 2 | 99 | -0.4 | 4 | 101
> O=C(NCCc1ccccc1)C1CCN(S(=O)(=O)c2ccccc2)CC1
  -2 | 1.1 | 0.5 | 2 | -2 | -7 | 106 | -0.1 | -3 | 109
> CC(C)c1ccc(/C=N/NC(=O)c2ccccc2Cl)cc1
  -11 | 1.7 | 1.3 | -61 | 61* | -46 | 139* | 0.6 | 9 | 115
> COc1cc2c(cc1OC)C(c1cc(OC)c(OC)c(OC)c1)NCC2 (configuration not stated)
  10 | 1 | 1.5 | 8 | -8 | 2 | 98 | -0.2 | -8 | 95
> C/C(=N/NC(=O)c1cc(-c2ccc(Br)s2)[nH]n1)c1ccco1
  18 | 1.1 | -0.1 | 16 | -16 | -6 | 106 | -0.3 | 6 | 86
> Cc1ccc(S(=O)(=O)N(C)C)cc1NC(=S)NCCCn1ccnc1
  0 | 1.1 | -0.8 | 6 | -6 | 1 | 96 | -0.4 | -5 | 104
> O=c1oc2cc(OCc3ccc(F)cc3F)ccc2cc1-c1ccc2ccccc2n1
  6 | 1.1 | 2.0 | 1 | -1 | 5 | 95 | 0.0 | 1 | 99
> CCn1c(SCC(=O)c2cc(C)ccc2C)nc2cc(S(=O)(=O)N3CCOCC3)ccc21
  19 | 0.7 | 4.7 | 9 | -9 | 1 | 99 | -0.3 | -4 | 90

Reprinted at random: 2 compounds from above
Fields – STAT3 blocker | NF-kB neuron act | RAM inhibit | APP 5'UTR act | APP 5UTR inh | STAT1 blocker | STAT1 act | Hsp70 act | FLuc inhib CS | STAT3 act
> CCn1c(SCC(=O)c2cc(C)ccc2C)nc2cc(S(=O)(=O)N3CCOCC3)ccc21
  19 | 0.7 | 4.7 | 9 | -9 | 1 | 99 | -0.3 | -4 | 90
> Cc1ccc(S(=O)(=O)N(C)C)cc1NC(=S)NCCCn1ccnc1
  0 | 1.1 | -0.8 | 6 | -6 | 1 | 96 | -0.4 | -5 | 104

New compounds follow:
Fields – STAT3 blocker | NF-kB neuron act | RAM inhibit | APP 5'UTR act | APP 5UTR inh | STAT1 blocker | STAT1 act | Hsp70 act | FLuc inhib CS | STAT3 act
> Cc1ccc2[nH]c(=O)c3cc(C(=O)N(C)Cc4ccco4)sc3c2c1
  20 | 0.89 | 0.9 | 13 | -13 | -4 | 103 | -0.1 | -4 | 90
> Cc1ccc2sc(-c3ccc(NC(=O)/C=C\C(=O)O)cc3)nc2c1
  19 | 5.4* | 2.1 | 197* | -197 | 43* | 59 | -0.3 | 84* | 86
> O=C(Nc1nc(-c2cccs2)c(C(=O)C(F)(F)F)s1)c1ccco1
  12 | 1.1 | 2.4 | 18 | -18 | 3 | 97 | 0.0 | -2 | 97
> COc1ccc(C(=O)NCC(=O)OCC(=O)c2ccc3c(c2)NC(=O)CO3)cc1
  -7 | 1.1 | 7.3 | 24 | -24 | -1 | 101 | -0.3 | 1 | 106
> CC(C)(C)NS(=O)(=O)c1ccc2nc(NC(=O)Cc3cccs3)sc2c1
  23 | 0.85 | 0.3 | 18 | -18 | -2 | 97 | 0.0 | -3 | 83
> Cc1ccc(NC(=O)CCSc2nnc(C)s2)cc1
  0 | 1.4 | 1.3 | -6 | 6 | 7 | 94 | -0.2 | 0 | 103
> CC(C)(CNC(=O)C1CCCC1)CNC(=O)C1CCCC1
  11 | 1.3 | 3.5 | 0 | 0 | -7 | 106 | -0.2 | -7 | 96
> O=C(CSc1nnc(NC(=O)c2ccccc2Cl)s1)Nc1ccc2c(c1)oc1ccccc12
  -27 | 1.3 | 1.8 | 87 | -87 | -13 | 112 | -0.2 | 46 | 126
> O=C1N(Cc2cccnc2)C[C@@H]2C[C@@H](c3cccc(OCc4ccccc4)c3)N3CCC[C@@]123
  0 | 0.75 | 0.6 | 29 | -29 | -2 | 100 | -0.1 | -6 | 105
> O=C(c1coc2ccc(O)cc12)C1CC1
  29 | 1.2 | 1.3 | 8 | -8 | -12 | 111 | -0.1 | -2 | 76
> CC(=O)N=Cc1c(C)c(C#N)c(=O)n(C)c1O
  10 | 0.94 | 0.4 | 2 | -2 | -5 | 104 | -0.2 | -2 | 101
> O=C(c1ccco1)N1CCN(CC(=O)N(C2CCCCC2)C2CCS(=O)(=O)C2)CC1 (configuration not stated)
  0 | 1.1 | 2.1 | -7 | 7 | -8 | 107 | 0.1 | -6 | 104
> COC(=O)C1=C(C)N(CC2CCCO2)C(=O)/C1=C\c1ccc(O)cc1 (configuration not stated)
  13 | 1 | 3.1 | 7 | -7 | -1 | 101 | -0.5 | 1 | 89
> COc1ccc(NC(=S)N(CCCN2CCOCC2)Cc2ccco2)cc1
  12 | 1.4 | 0.9 | -14 | 14 | 0 | 100 | -0.3 | -6 | 96
> Cc1nn(CC(=O)NCCc2ccc(Cl)cc2)c(C)c1[N+](=O)[O-]
  16 | 1.2 | 3.2 | 4 | -4 | 14 | 88 | -0.1 | -4 | 91
> COC(=O)c1ccc(CSc2nnc(CNC(=O)c3cccs3)o2)o1
  0 | 1.1 | 1.2 | 20 | -20 | 6 | 94 | -0.3 | -2 | 105
> CCOC(=O)CSc1ncc(OC)c(Sc2ccc(OC)cc2)n1
  8 | 1.1 | -0.3 | x | x | -7 | 106 | -0.1 | -3 | 98
> O=C(COC(=O)CSc1cc(Cl)ccc1Cl)NCc1ccc2c(c1)OCO2
  -2 | 1 | 3.2 | -22 | 22 | 3 | 97 | -0.3 | -7 | 104
> CN(C)c1cc(=O)n2c(n1)SCCC2
  11 | 1.1 | 1.2 | -14 | 14 | 0 | 100 | -0.2 | -7 | 94
> Cn1c(=O)c2c(ncn2CCCNC2=CC(C)(C)CC(=O)C2)n(C)c1=O
  5 | 1.1 | 1.2 | 3 | -3 | 3 | 93 | -0.3 | -6 | 99
> O=C(COc1cc(Cl)ccc1Cl)Nc1nnc(CC(=O)N2CCOCC2)s1
  13 | 0.97 | 2.7 | -12 | 12 | 11 | 90 | -0.4 | -3 | 91
> Cc1nc(NCCNC(=O)c2ccco2)c2c(C)c(C)sc2n1
  13 | 1.3 | 2.1 | -18 | 18 | 6 | 94 | -0.2 | -4 | 93
> Nc1ccc(Nc2nc(-c3cc4ccccc4oc3=O)cs2)cc1
  25 | 9* | 2.0 | 95 | -95 | -50 | 144* | 0.0 | 6 | 80
> O=S(=O)(NCCOCC(F)(F)C(F)F)c1ccc2oc3ccccc3c2c1
  5 | 0.92 | 0.0 | 5 | -5 | -1 | 101 | -0.3 | -6 | 99
> Cc1ccc(C)c(OCCCC(=O)Nc2ccc(N3CCOCC3)cc2)c1
  4 | 1.1 | 4.1 | 16 | -16 | -2 | 102 | -0.4 | 2 | 100
> COc1ccc(CCNC(=O)c2nnn(CC(=O)Nc3cccc(F)c3)c2N)cc1OC
  6 | 1 | 1.9 | 0 | 0 | 10 | 90 | -0.1 | -5 | 100
> COc1ccc(CCNC(=O)C2CC(=O)N(c3ccccc3)C2)cc1OC (configuration not stated)
  5 | 1 | -0.3 | -6 | 6 | -7 | 106 | -0.2 | -4 | 98
> CCOC(=O)N1CCC(c2cc(=O)n(-c3ccccc3)[nH]2)CC1
  3 | 1.2 | 0.3 | 2 | -2 | -7 | 105 | -0.2 | -1 | 101
> CC[N+](CC)(CC#Cc1ccccc1)CC(=O)c1ccc(Cl)cc1
  5 | 1.1 | -0.3 | -3 | 3 | 0 | 100 | 0.2 | -6 | 98
> O=C(NCCc1ccccc1)c1ccc(-c2ccccc2Cl)o1
  -2 | 1.3 | 8.6* | 24 | -24 | -2 | 102 | 0.1 | -3 | 99
> COc1cccc([C@@H]2Oc3ccc(OC)cc3C(=O)[C@H]2OC(=O)NCc2ccc3c(c2)OCO3)c1
  -4 | 1.8 | 2.7 | 52 | -52 | 8 | 93 | -0.1 | 26 | 101
> CC(=O)c1cc2c(cc1NS(=O)(=O)c1ccc(C)cc1)OCCO2
  1 | 0.99 | 3.1 | 11 | -11 | 1 | 100 | 0.3 | -7 | 102

Copied from the list:
Value of COc1ccc(NC(=S)N(CCCN2CCOCC2)Cc2ccco2)cc1 under STAT3 act: 96
Value of CC(C)(CO)NC12CC3CC(CC(C3)C1)C2 under STAT3 act: 103
Value of CC[N+](CC)(CC#Cc1ccccc1)CC(=O)c1ccc(Cl)cc1 under Hsp70 act: 0.2

Gathered by group, those above containing a nitro group on carbon.
Fields – STAT3 blocker | NF-kB neuron act | RAM inhibit | APP 5'UTR act | APP 5UTR inh | STAT1 blocker | STAT1 act | Hsp70 act | FLuc inhib CS | STAT3 act
> COc1ccc(CCNC(=O)C2CC(c3cccc([N+](=O)[O-])c3)=NO2)cc1 (configuration not stated)
  2 | 2.1 | -0.4 | 48 | -48 | -25 | 123 | 0.1 | -3 | 102
> Cc1nn(CC(=O)NCCc2ccc(Cl)cc2)c(C)c1[N+](=O)[O-]
  16 | 1.2 | 3.2 | 4 | -4 | 14 | 88 | -0.1 | -4 | 91
